# SSB-PriA inh: K. pneumoniae PriA-SSBct interaction inhibition | inhibition, % at 33 µM | AlphaScreen SSBct-PriA binding, biotinylated peptide | AID 1272365 | actives 0.6% (n = 430,000); in the data active = inhibition mostly above about 37%, no sharp cut-off; inactive = mostly below about 20%;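 note: plate controls were negative control peptide for no effect and reference peptide for full effect; strong numbers were not always called active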
# Active calls of the source: *; & = joins results of further samples. These rows are one share of the data (hit frequency here may not be typical).
SMILES,SSB-PriA inh
CCCN1CCCc2cc(CCNS(=O)(=O)CC)ccc21,46*
Cc1ccc(C=NNC(=O)c2nnn(-c3nonc3N)c2CSc2ccc(Cl)cc2)cc1,-1
COc1ccccc1N(CN1CCCC1=O)C(=O)c1cccc(F)c1,2
COc1ccc(S(=O)(=O)NCc2ccsc2)cc1OC,-10
COc1ccccc1N1CCN(C(=O)c2sc(NC(=O)Nc3cccc(Cl)c3)nc2C)CC1,-12
CC1C(=O)N2CCCc3cc(NC(=O)C(=O)NCC4(O)CCOc5ccccc54)cc1c32 (stereo not given),-5
CC(C)OP(=O)(OC(C)C)C(NCc1ccccc1)c1ccc(Br)cc1 (stereo not given),-10
O=C(Nc1nnc(C2=COCCO2)o1)c1ccco1,0
CSc1ccccc1C(=O)NC(C)Cc1cccs1 (stereo not given),-6
CC1C(=O)N2CCCc3cc(NC(=O)c4cccs4)cc1c32 (stereo not given),-5
Cc1ccc(-n2ccnc2N2CCN(C(=O)c3ccc(OC(C)C)cc3)CC2)cc1,27
Cc1cc(C)c2nc(C)cc(NC(=O)c3ccc(Br)o3)c2c1,-10
COc1ccc(CCS(=O)(=O)NCCC(O)C2CC2)cc1 (stereo not given),-25
O=C(Cn1c(=O)n(Cc2ccccn2)c(=O)c2ncccc21)c1ccc2c(c1)OCCO2,-9
CCc1nnc(NC(=O)c2c3c(nn2C2CCS(=O)(=O)C2)CCC3)s1 (stereo not given),-21
COc1cccc(/C=C2/CCn3c2nc(=O)c2ccccc23)c1OC,-5
CCCn1c2c(c(=O)[nH]c1=O)C(c1cccs1)C1C(=O)OCC1=N2 (stereo not given),-15
Cc1nc2ccccn2c1C(=O)NN=Cc1ccccc1[N+](=O)[O-],-9
COc1cc(C(=O)NCc2ccc3c(c2)OCO3)ncn1,-6
COc1cccc(-c2ccc(=O)n(Cc3nc(-c4cccc(Cl)c4)no3)n2)c1,-19
Cc1nn(-c2ccccc2)c(Cl)c1C=NNc1nncc(=O)[nH]1,-3
CO[C@@]1(CNC(=O)Nc2ccccc2Cl)CCSC1,-8
Cc1cc(=O)[nH]c(NN=Cc2ccccc2Cl)n1,12
O=C(Nc1ccc2c(c1)OCCO2)C1(c2cccs2)CCCC1,-18
Clc1cc2c(cc1C=NNc1nc(N3CCOCC3)nc(N3CCOCC3)n1)OCO2,1

# Six of the compounds above, with bars between the fields:
canonical_smiles | SSB-PriA inh
CSc1ccccc1C(=O)NC(C)Cc1cccs1 (stereo not given) | -6
CC1C(=O)N2CCCc3cc(NC(=O)c4cccs4)cc1c32 (stereo not given) | -5
Cc1ccc(-n2ccnc2N2CCN(C(=O)c3ccc(OC(C)C)cc3)CC2)cc1 | 27
Cc1cc(C)c2nc(C)cc(NC(=O)c3ccc(Br)o3)c2c1 | -10
COc1ccc(CCS(=O)(=O)NCCC(O)C2CC2)cc1 (stereo not given) | -25
O=C(Cn1c(=O)n(Cc2ccccn2)c(=O)c2ncccc21)c1ccc2c(c1)OCCO2 | -9

# Next section
SMILES,SSB-PriA inh
CCOc1ccccc1C(=O)Nc1ccc(-c2nc3cccnc3s2)cc1,1
CC(=O)C(N=Nc1cc2c(c([N+](=O)[O-])c1C)C(C)(C)CC2(C)C)=C(C)O,-11
CCN1C(=O)Cc2cc(NS(=O)(=O)c3c(C)c(C)c(C)c(C)c3C)ccc21,3
Cc1csc(NC(=O)c2ccc(=O)n(Cc3cccc(F)c3)n2)n1,-9
Cc1cc(NC(=O)Cn2cc(S(=O)(=O)Cc3ccccc3Cl)c3ccccc32)no1,-6
COc1ccc(NC(=O)Cc2csc(Nc3cccc(Cl)c3)n2)cc1OC,13
CN(Cc1ccccc1)C(=O)C1(c2cccs2)CCCC1,-31
CC1CC(=O)N(CC(=O)Nc2ccccc2F)c2ccccc2S1 (stereo not given),-4
O=c1nc(SCc2c(F)cccc2Cl)c2c([nH]1)CCCC2,-7
CC(C)(C)c1ccc(NC(=O)CCSc2nnc3scc(-c4ccccc4)n23)cc1,-7
COC(=O)/C=C1\NC(=Nc2nc(C)cc(C)n2)N(c2ccccc2)C1=O,-9
Cc1ccc(C2=NN(S(C)(=O)=O)[C@H](c3cn(-c4ccccc4)nc3-c3cccs3)C2)cc1,-1
CCC(C)N1CCC2(CC1)N=c1c3c(O)c4c(O)c(C)c5c(c4c1=N2)C(=O)[C@@](C)(OC=C[C@H](OC)[C@@H](C)[C@@H](OC(C)=O)[C@H](C)[C@H](O)[C@H](C)[C@@H](O)[C@@H](C)C=CC=C(C)C(=O)N3)O5 (stereo not given in full),28
Cc1ccc(Nc2nc(-c3ccc(NC(=O)c4ccccc4)cc3)cs2)cc1,-16
O=C(Nc1nc2c(s1)CN(C(=O)CSC1CCCC1)CC2)c1ccsc1,22
COc1ccc(C)cc1NC(=O)C1(c2cccs2)CCCC1,-24&-14
CCOc1ccc2nc(NC(=O)c3cc([N+](=O)[O-])ccc3Cl)sc2c1,-5
COc1ccc(Br)cc1-c1nc(C(N)=O)c2[nH]c(=O)n(-c3ccc(Cl)c(Cl)c3)c2n1,-6
O=C(COc1ccccc1)NCC(=O)NN=Cc1ccco1,-16
COc1ncc(NC(=O)c2ccccc2C(F)(F)F)c(OC)n1,-12
Cc1ccc(-c2csc(NC(=O)c3ccc(N(C)C)cc3)n2)o1,4
CC(O)(CNC(=O)Nc1ccccc1Cl)c1cc2ccccc2o1 (stereo not given),-3
Cc1ccc(Cl)cc1N1CCN(C(=O)Cc2c(C)[nH]c(=O)[nH]c2=O)CC1,-1
O=C(NCc1cnn2c1CCCC2)c1ccccc1Cl,-16
O=C(COc1ccc(C=NNC(=O)c2ccccc2Br)cc1)Nc1ccccc1,3

# Continued, overlapping the part above by 6 compounds.
SMILES,SSB-PriA inh
COc1ncc(NC(=O)c2ccccc2C(F)(F)F)c(OC)n1,-12
Cc1ccc(-c2csc(NC(=O)c3ccc(N(C)C)cc3)n2)o1,4
CC(O)(CNC(=O)Nc1ccccc1Cl)c1cc2ccccc2o1 (stereo not given),-3
Cc1ccc(Cl)cc1N1CCN(C(=O)Cc2c(C)[nH]c(=O)[nH]c2=O)CC1,-1
O=C(NCc1cnn2c1CCCC2)c1ccccc1Cl,-16
O=C(COc1ccc(C=NNC(=O)c2ccccc2Br)cc1)Nc1ccccc1,3
CCOC(=O)Cc1csc(NC(=O)CN2CCC[C@H](COC)C2)n1,-1
Cc1cc(N(C)C)nc(Nc2ccc(NC(=O)CC(C)C)cc2)n1,-12
O=C(COc1ccccc1)NCC1CCN(C2CCCC2)CC1,-8
COc1ccc(CNC(=O)N2CCC[C@H](Oc3cncc(OC)n3)C2)cc1,-21
CCOC(=O)N1CCN(c2c([N+](=O)[O-])c(=O)n(-c3ccccc3)c3ccccc23)CC1,4
COc1ccc(CNC(=O)C(=O)NCC2CCN(Cc3ccccc3)CC2)cc1,-20
O=C(CC1CSc2nccc(=O)n21)Nc1ccc2c(c1)OCCO2 (stereo not given),-4
CC1Oc2ccccc2OC1C(=O)N(CCn1cccn1)c1nc2c(C(F)(F)F)cccc2s1 (stereo not given),-26
COc1cccc(-c2ccc(=O)n(Cc3nc(-c4ccc(OC)c(OC)c4)no3)n2)c1,12
CCOc1ccc(OCCNC(=O)c2c(F)cccc2F)cc1,-8&-7
COc1ccc([C@@H]2SCCN2C(=O)COc2ccccc2OC)cc1Br,-5
COc1ccc(CCS(=O)(=O)Nc2ccc3c(c2)N(C(=O)C2CCCO2)CC3)cc1 (stereo not given),9
O=C(O)C1CCCN1S(=O)(=O)c1cccc(C(F)(F)F)c1 (stereo not given),-11
O=C(NCCCN1CCOCC1)C(=O)NN=Cc1c(Cl)cccc1Cl,-25
C#CCOCCOCCOCCNc1nc(N2CCN(C(=O)C([C@@H](C)CC)n3cc(C(N)COC(=O)C(F)(F)F)nn3)CC2)nc(N2CCN(C(=O)[C@H](CCCCN)n3cc(C(N)[C@H](C)CC)nn3)CC2)n1 (stereo not given in full),16
C=CCNC(=O)C(=O)NCCc1ccc2c(c1)CCCN2CCC,29
COc1ccc(S(=O)(=O)NCC(=O)N2CCOC(c3ccccc3)C2)cc1OC (stereo not given),-5
O[C@@H](CN1CCN(Cc2ccccn2)CC1)c1ccco1,-10
Cc1cccc(NC(=O)C(=O)NCCCO)c1C,-13
CCOc1ccc(NC(=O)CSc2nnc3ccc4ccccc4n23)cc1,-8
COC(=O)c1c(NC(=O)c2cccc(F)c2)sc2c1CCN(C(C)=O)C2,-22
NC(=O)c1ccccc1OCC#CCNC(=O)c1cc(-c2ccccc2)n[nH]1,-49
Cc1cc(C)nc(SCc2c(C(=O)NCc3ccccc3Cl)nnn2-c2ccccc2)n1,-21&1
C=CCc1cc(OC)ccc1OCC(O)CN1CCN(c2cc(Cl)ccc2C)CC1 (stereo not given),6
COc1ccccc1/C=C/C(=O)NCC(=O)NN=Cc1ccccc1[N+](=O)[O-],9

# (list continues)
SMILES,SSB-PriA inh
O=C(NCc1ccc(Cl)cc1)N1CCC(c2nnc(C3CC3)o2)CC1,3
O=C(Nc1sccc1-c1nc2ccccc2s1)c1ccc(F)c(F)c1,-1
O=C(O)c1cccnc1NCc1ccccc1,1
Cc1cc(NC(=O)c2ccc3c(c2)OCCO3)n(-c2nc3ccc(F)cc3s2)n1,-11
O=c1c2ccccc2nc(COc2ccccc2)n1N=Cc1ccco1,11
COc1cccc(C(O)=C2C(=O)C(=O)N(c3cc(C)on3)C2c2cccs2)c1 (stereo not given),0
Cc1cc(OC2CN(C(=O)Cc3noc4ccccc34)C2)cc(=O)o1,-11
COc1ccc(S(=O)(=O)NCC(c2ccsc2)N2CCc3ccccc3C2)cc1OC (stereo not given),11
Cc1ccc(CON=Cc2c(O)cc(C)oc2=O)cc1,-11
Cc1c(C)c2ccc(OCC(=O)N3C[C@H]4C[C@H](C3)c3cccc(=O)n3C4)c(C)c2oc1=O,-4
COC(=O)c1cc(Nc2ccc(OCc3ccccc3)cc2)c2cccc(Cl)c2n1,-10
CCOc1ccc(C)cc1S(=O)(=O)Nc1ccc2c(c1)N(C(=O)C1CC1)CC2,-19
O=C(NCc1ccc(F)cc1)c1sccc1S(=O)(=O)N1CCN(c2ccccc2F)CC1,-35
Cc1ccccc1CSc1ccc(-c2ccc(F)cc2)nn1,-5
COc1ccccc1C=NNC(=O)c1ccc(Br)cc1,-4
CCOC(=O)C(CC)Sc1nnc(-c2c[nH]c3ccccc23)n1-c1cc(OC)ccc1OC (stereo not given),-1
O=C(NCCCn1nc(-c2ccccc2)ccc1=O)c1ccccc1C(F)(F)F,-16
Cc1ccc2c(c1)c1ncn(Cc3ccccc3)c(=O)c1n2CC(=O)NCc1ccc2c(c1)OCO2,8
Cn1cccc1C(CNC(=O)C(=O)Nc1ccc2c(c1)OCCO2)N1CCCC1 (stereo not given),-9
NS(=O)(=O)c1ccccc1NC(=O)NC1(C(F)(F)F)Oc2ccccc2O1,26
O=C(NCc1ccc(F)cc1)NC[C@]1(O)CCOc2ccccc21,-7
Cc1ccc(/C=C/S(=O)(=O)N2C3CCC2COC3)cc1,-19
CN(c1ccccc1)S(=O)(=O)c1ccc(-c2ccc(S(=O)(=O)N(C)c3ccccc3)cc2)cc1,-3
Cc1ccc(-c2csc3nc(SCC(=O)Nc4ccccc4C(F)(F)F)n(-c4ccccc4)c(=O)c23)o1,-4&-2
Cc1nnc(NC(=O)CSc2nnc(CCc3c(C)[nH]c(=O)n(C)c3=O)o2)s1,3

# The list goes on:
SMILES,SSB-PriA inh
Cc1ccc(C)c(-n2ncc3c2ncn2nc(C4CCCCC4)nc32)c1,-21
O=C(CCc1csc(NC(=O)NC2CCCCC2)n1)NCCc1ccc(F)cc1,-28
CC(CCc1ccc2c(c1)OCO2)=NNC(=O)c1ccc(C)cc1C,-20
COCCN=c1scc(-c2cc(OC)c(OC)c(OC)c2)n1N=Cc1c(C)[nH]c2ccccc12,33
Cc1cc(C)c(S(=O)(=O)NCCC(C)C)c(C)c1N(C)S(C)(=O)=O,-20&-14
COc1ccc(CNC(=O)N2CCCC(c3nnc(-c4cccs4)o3)C2)cc1 (stereo not given),-2
Cc1ccc2c(=O)c(S(=O)(=O)c3ccccc3)cn(CC(=O)N3CCc4ccccc4C3)c2n1,7
Nc1nnnn1N=Cc1ccccc1O,-6
Cc1cc(C)c(NC(=O)CSc2cccc3cccnc23)c(C)c1,49
Cc1c(-c2cccc(NS(=O)(=O)c3ccc(Cl)cc3)c2)nc2ncccn12,3
NC(=O)/C=C/C(=O)Nc1ccccc1Cl,0
NC1=NC(=O)C(CC(=O)Nc2ccc(Cl)cc2)S1 (stereo not given),-3
CN(C)c1ccc(C(=O)N2CCc3ccccc32)cc1,0&1
NNC(=O)CNC(=O)c1cccc(F)c1,1
COc1ccc(-c2cc(OCC(=O)Nc3ccc4c(c3)OCCO4)c3ccccc3n2)cc1,-5&2
Cc1ccc(C(=O)c2ccccc2)c(NC(=O)CN2CCCCC2)c1,0
O=c1c(C=NO)c(Nc2ccccc2)nc2ccccn12,4
Cc1nn(C)cc1S(=O)(=O)NCCCN(C)C,-6
CS(=O)(=O)N1CCC[C@H](C(=O)Nc2cccc(-c3nc4ccccc4s3)c2)C1,-7
C=CCn1c(SCCC(=O)Nc2ccc(C)cc2)nc2sc3c(c2c1=O)CCCC3,2
CCOc1ccc(NC(=O)CCSc2nnc3scc(-c4ccc(Cl)cc4)n23)cc1,-12

# Part of the list above, as labelled records.
smiles: Cc1ccc2c(c1)c1ncn(Cc3ccccc3)c(=O)c1n2CC(=O)NCc1ccc2c(c1)OCO2
  SSB-PriA inh = 8

smiles: Cn1cccc1C(CNC(=O)C(=O)Nc1ccc2c(c1)OCCO2)N1CCCC1 (stereo not given)
  SSB-PriA inh = -9

smiles: NS(=O)(=O)c1ccccc1NC(=O)NC1(C(F)(F)F)Oc2ccccc2O1
  SSB-PriA inh = 26

smiles: O=C(NCc1ccc(F)cc1)NC[C@]1(O)CCOc2ccccc21
  SSB-PriA inh = -7
